Assay outcomes from PubChem.
FN deposition inh – fibronectin deposition inhibition | AH1F fibroblasts, Alexa488-fibronectin deposition fluorescence, overnight | inhibition, % at 12.6 µM | hit rate 0.086% among 350,000 | AID 743247;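 active means mean inhibition across replicates of 30% or more, regardless of how many single replicates reach that level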;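 further: positive control wells lacked labelled fibronectin entirely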
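Assay system: AH1F fibroblasts assembling fluorescent fibronectin matrix; Amount: 10000 AH1F cells per well; Buffer or medium: DMEM, 2% serum; Probe or stimulus: Alexa488-fibronectin, 24 nM final in well; Doses: single compound dose, delivered by pin transfer; Incubation: 1 h adhesion, overnight exposure; Measured by: fluorescence 485/525 nm; Read-out: fibronectin deposition inhibition.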
PglD DTNB – inhibitors of Campylobacter jejuni PglD acetyltransferase; purified PglD enzyme, DTNB colorimetric CoA detection; inhibition, % at 12.5 µM; hit rate 0.098% among 360,000; in the data active means inhibition above about 16%, passing the limit was not always enough; further: strong numbers were not always called active
PGC1a acetyl inh – modulators of PGC1a acetylation; U2OS PGC1a acetylation, AlphaScreen anti-acetyl-lysine; with virally co-expressed GCN5 acetyltransferase; inhibition, % at 15.6 µM; hit rate 0.17% among 350,000;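 active means every replicate shows inhibition of at least 40%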;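 further: 0% = neutral control wells and 100% = positive control wells; some results beyond the cut were filed as inactive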
PAX8 inh HTS – PAX8 transcriptional activity inhibition | hit rate 1.2% among 360,000 | AID 652154 | inhibition, % at 12.6 µM | RMG-I TPO-luciferase reporter, SteadyGlo, 24 h;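 active means mean replicate inhibition at least 60% with every replicate also reaching 60%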;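 further: luciferase light reporting Pax8 driven TPO promoter activity; plate controls were median of neutral control wells for no effect and mitoxantrone controls for full effect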
EWS-Fli inh – inhibitors of EWS/Fli oncoprotein transcriptional activity; A673 NR0B1-luciferase reporter, viability-normalised; inhibition, % at 12.6 µM; hit rate 0.67% among 350,000; AID 651661;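 active means mean inhibition of at least 50% after viability correction, with every replicate also passing that limit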;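 further: firefly luciferase signal divided by Alamar Blue viability fluorescence both relative to DMSO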
LGR2 antag – blocks bursicon-induced cAMP signaling via Drosophila LGR2; HEK293 LGR2, CRE-luciferase, bursicon-stimulated, 4 h; inhibition, % at 9.99 µM; hit rate 0.35% among 380,000;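 active means drop in luminescence signal, shown as inhibition above about 50% in the replicate tests, limit read from the data, passing the limit was not always enough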;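 further: agonist challenge used bursicon conditioned medium at about half maximal strength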
ERAP1 HTS inh – blocks human ERAP1 aminopeptidase activity. recombinant ERAP1, Leu-AMC fluorescence, 60 min. inhibition, % at 10.7 µM. hit rate 0.15% among 340,000;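 active means mean replicate inhibition of at least 30%, or all replicates individually reaching that 30% level; inactive means mean below 30% and not every replicate reaching it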;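 further: 0% = neutral control wells and 100% = L-leucinethiol positive control wells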
Target sequence (Q9NZ08 whole entry, looked up): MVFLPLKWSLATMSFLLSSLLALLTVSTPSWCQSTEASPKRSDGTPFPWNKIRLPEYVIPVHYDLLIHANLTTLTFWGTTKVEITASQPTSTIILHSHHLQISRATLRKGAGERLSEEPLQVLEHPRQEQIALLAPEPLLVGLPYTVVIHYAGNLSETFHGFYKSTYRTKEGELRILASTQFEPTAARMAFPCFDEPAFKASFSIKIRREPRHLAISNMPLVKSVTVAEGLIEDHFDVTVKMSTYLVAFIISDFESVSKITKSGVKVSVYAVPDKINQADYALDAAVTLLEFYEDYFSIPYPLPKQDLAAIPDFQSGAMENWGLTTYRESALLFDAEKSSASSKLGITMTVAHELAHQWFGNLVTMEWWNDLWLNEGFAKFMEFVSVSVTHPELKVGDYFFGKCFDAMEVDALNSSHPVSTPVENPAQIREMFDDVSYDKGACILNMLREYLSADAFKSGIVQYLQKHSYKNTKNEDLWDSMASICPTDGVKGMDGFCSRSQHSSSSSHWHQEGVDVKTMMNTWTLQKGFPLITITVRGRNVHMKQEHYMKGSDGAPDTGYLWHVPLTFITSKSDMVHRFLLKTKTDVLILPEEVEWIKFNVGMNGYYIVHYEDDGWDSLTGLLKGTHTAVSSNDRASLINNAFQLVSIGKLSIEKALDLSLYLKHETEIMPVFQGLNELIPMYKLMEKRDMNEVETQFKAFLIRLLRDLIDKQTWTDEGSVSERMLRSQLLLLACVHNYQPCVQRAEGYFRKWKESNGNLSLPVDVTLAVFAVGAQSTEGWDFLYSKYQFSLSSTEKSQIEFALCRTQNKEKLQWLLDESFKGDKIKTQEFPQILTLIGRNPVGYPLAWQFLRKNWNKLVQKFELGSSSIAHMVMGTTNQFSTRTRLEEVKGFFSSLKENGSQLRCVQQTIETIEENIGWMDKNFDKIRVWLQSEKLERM
S100A4 MyoIIA – S100A4-myosin IIA interaction inhibition; S100A4/TAMRA-MyoIIA peptide fluorescence polarization; P26447; hit rate 0.14% among 360,000; inhibition, % at 10.7 µM;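 active means mean inhibition of at least 70% across replicates, with every replicate also reaching that level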
Target sequence (P26447 whole entry, looked up): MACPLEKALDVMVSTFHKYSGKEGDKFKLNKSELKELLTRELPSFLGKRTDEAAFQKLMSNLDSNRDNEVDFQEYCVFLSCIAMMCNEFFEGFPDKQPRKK
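System – human S100A4 monomer protein, biochemical binding assay · Buffer or medium – Calcium-containing HEPES buffer, pH 7.2 · Timing – 5 min between mix addition and reading · Also added – TAMRA-labelled myosin IIA heavy-chain peptide probe, 5 nM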
An asterisk follows results filed as active; . = no result given. Compounds were not picked by outcome, and some 2.1% of all compounds hit somewhere here.

SMILES | FN deposition inh | PglD DTNB | PGC1a acetyl inh | PAX8 inh HTS | EWS-Fli inh | LGR2 antag | ERAP1 HTS inh | S100A4 MyoIIA
O=C(C[n+]1ccccc1)Nc1ccccc1Br | . | . | -5 | -3 | -7 | -35 | -4 | 1
CCOC(=O)C1(CCc2ccccc2)CCN(C2Cc3ccccc3C2)CC1 | 10 | 3 | -13 | -6 | 34 | 14 | -2 | -6
O=C(CNC(=O)c1cccs1)OCc1ccc(Br)cc1 | -2 | 0 | 2 | . | -1 | -1 | -6 | -1
Cn1nnc2c[n+](CC(=O)c3ccc4ccccc4c3)cc(Br)c21 | 4 | 6 | 3 | 9 | 9 | -11 | . | -1
Cc1ccc(-c2ccc3c(c2)O[C@@H](CN(C)C(=O)Nc2ccc(C(F)(F)F)cc2)[C@@H](C)CN([C@@H](C)CO)S3(=O)=O)cc1 | 9 | -3 | 15 | . | 22 | 10 | 0 | 8
C/C(=N\NC(=O)c1ccc(CSc2nncn2C)cc1)c1cccs1 | 2 | . | . | -55 | -42 | -26 | 0 | -5
Cc1ccc(CNC(=O)CCNS(=O)(=O)c2cccc3nonc23)cc1 | . | 2 | -21 | . | -1 | -4 | -2 | -16
O=C(C[C@@H]1CC[C@@H](NC(=O)C2CC2)[C@@H](CO)O1)NCc1ccncc1 | -16 | 1 | -11 | 1 | -8 | 11 | -1 | 9
O=C(CCC1CCCN(C(=O)CCC(F)(F)F)C1)NCc1ccc(F)c(F)c1 (stereo unspecified) | . | -1 | 3 | -32 | -3 | 18 | -2 | -3
Cc1cc(Cl)c(S(=O)(=O)N2CCCCCC2)cc1OCC(N)=O | 0 | 1 | 0 | 6 | . | . | . | .
COc1ccc(CCNC(=O)CCn2c(=O)c3cccn3c3ccc(F)cc32)c(OC)c1OC | 4 | 2 | -9 | 26 | -10 | -14 | 2 | -1
Cc1cc(C)n2nc(SCc3nnc(SCc4ccccc4Cl)s3)nc2n1 | -7 | -1 | 11 | . | . | -8 | . | .
COc1ccc(CC(=O)OCC(=O)N2N=C(c3ccccc3)CC2c2ccc(OC)cc2)cc1 (stereo unspecified) | -10 | -5 | . | 5 | . | 4 | . | .
Cc1cc(OC(C)C(=O)NCCN2CCOCC2)c2c(C)c(C)c(=O)oc2c1 (stereo unspecified) | 10 | . | -1 | -7 | . | -12 | 0 | -7
CC(=O)c1ccc(OCc2cc(C(=O)NCCn3nc(C)cc3C)no2)cc1 | 2 | 6 | . | -80 | . | -27 | -2 | 2
CC(=C/C(=O)O)/C=C/c1ccc([N+](=O)[O-])cc1 | -5 | . | . | -3 | -9 | -19 | 1 | 0
COCC(=O)N(C)C[C@@H]1Oc2cc(Br)ccc2S(=O)(=O)N([C@@H](C)CO)C[C@@H]1C | -13 | 2 | -10 | . | 2 | -5 | 2 | 14
COc1ccc(CN2CCC(=O)N([C@H](CO)CC(C)C)CC2)cc1OC | 4 | -235 | 4 | 8 | -7 | -8 | . | -1
Cc1n[nH]c(=O)nc1Nc1ccc(O)cc1 | . | 3 | -2 | . | 3 | 20 | 1 | 2
Cc1ccc(C(=O)Nc2nc(N)n(-c3ccccc3)n2)cc1 | 5 | 1 | 15 | -18 | -39 | 0 | 2 | -2
COC(=O)CNC(=O)CSc1nnc2cc(C)c3ccccc3n12 | 5 | -1 | -1 | 2 | -2 | 7 | 2 | 0
CCOc1ccc(NC(=O)CN2C(=O)COc3ccccc32)cc1 | 0 | 0 | . | 1 | -5 | 12 | 1 | -3
Cc1cccc(OCCCC(=O)NCc2ccco2)c1 | . | . | . | . | 2 | -2 | 1 | -1
COc1cccc(CNc2nnnn2C)c1OC | 0 | 5 | 14 | -17 | 3 | 7 | -3 | 0
C[C@@H]1CN([C@@H](C)CO)C(=O)c2cc(C#CCN(C)C)cnc2O[C@@H]1CN(C)C(=O)NC1CCCCC1 | -5 | 1 | -3 | -11 | 11 | 33 | -2 | -8
C[C@@H]1CN([C@@H](C)CO)C(=O)c2cc(N(C)C)ccc2O[C@@H](C)CCCCO[C@H]1CN(C)S(=O)(=O)c1ccccc1 | . | . | -3 | -4 | -4 | -14 | . | .
COc1cccc(C(C(=O)NC2CCCC2)N2CCN(c3cc(C)nc4ccccc34)CC2)c1OC (stereo unspecified) | -8 | . | . | 6 | 7 | 7 | -3 | 3
Cc1ccnc(NC(=O)c2ccc(COc3c(F)c(F)cc(F)c3F)o2)c1 | -2 | -3 | 6 | -16 | -14 | -16 | 6 | 0
COc1cc(NC(=O)c2cc([N+](=O)[O-])ccc2NC(=O)CNCc2ccccn2)cc(OC)c1 | 6 | 0 | . | 21 | -16 | -7 | 2 | -1
CCN1C(=O)C(CC(=O)Nc2ccc(C)cc2C)Nc2cc(S(=O)(=O)N(C)C)ccc21 (stereo unspecified) | . | . | . | 12 | 11 | -12 | 0 | -1
CC(C)CC#Cc1ccc2c(c1)O[C@@H](CN(C)C(=O)c1cccc(F)c1)[C@H](C)CN([C@@H](C)CO)S2(=O)=O | 4 | -1 | 8 | . | 22 | 27 | 0 | 8
CC(C)(C)OC(=O)NC1CC2CCCC(C1)N2Cc1ccccc1 (stereo unspecified) | -9 | -1 | . | 0 | 13 | -8 | -2 | 5
C[C@H](CO)N1C[C@H](C)[C@@H](CN(C)C(=O)Nc2cccc3ccccc23)OCCCC[C@H](C)Oc2ccc(NC(=O)Nc3ccc4c(c3)OCO4)cc2C1=O | . | -1 | -2 | 2 | -7 | 8 | -3 | -19
O=C(c1ccco1)N1CCc2[nH]nc(-c3ccccc3)c2C1 | 1 | 0 | 5 | -6 | . | -11 | -4 | -5
CC(=O)Nc1nc(-c2ccc([N+](=O)[O-])cc2)cs1 | 2 | . | . | -31 | -24 | . | -2 | 4
Cc1cc([N+](=O)[O-])c(=O)[nH]c1C | 10 | -6 | 1 | -10 | 9 | -20 | 0 | 0
O=C(/C=C/[C@H]1O[C@@H](n2ccc(=O)[nH]c2=O)[C@H](O)[C@@H]1O)NCc1ccccc1 | -4 | -4 | -14 | 0 | -3 | 1 | 4 | -1
O=C1NC[C@@H](CCCCN2C[C@H](Cc3ccc(O)cc3)N(CC3CCCCC3)C(=O)C2=O)N(Cc2ccccc2)C1=O | -5 | . | . | -5 | -2 | -3 | -1 | 0
CCN(C(=O)CSc1nnc(C)n1-c1ccc(C)cc1)c1c(N)n(Cc2ccccc2)c(=O)[nH]c1=O | 0 | -3 | . | -20 | -1 | -15 | -2 | -1
CCN(CCCNC(=O)CNC(=O)c1nn(-c2ccc(OC)cc2OC)c(=O)c2ccccc12)c1cccc(C)c1 | -2 | 2 | -2 | 2 | 13 | 15 | -2 | -4
OC1(c2cccs2)CN(c2ccc(Br)cc2)C2=[N+]1CCCS2 (stereo unspecified) | -30 | -4 | -3 | -5 | 13 | -6 | -1 | -1
O=C(NCc1ccccc1)c1cccc(F)c1F | . | -7 | 9 | -3 | -12 | 9 | 15 | 1
C[C@@H]1CN([C@H](C)CO)C(=O)Cc2cc(NC(=O)CCN3CCOCC3)ccc2O[C@H]1CN(C)C(=O)Nc1ccc(F)cc1 | . | -2 | 16 | -4 | 7 | 10 | 7 | 2
Nc1cccc(S(=O)(=O)c2ccc(N)c(N)c2)c1 | . | . | 2 | 17 | 6 | 32 | 5 | -3
CC(=O)Oc1ccc(-c2ccc(C(=O)Nc3cccc(S(=O)(=O)N4CCOCC4)c3)cc2)cc1 | 4 | . | -32 | 41 | 59* | 44 | -2 | 7
Cc1c(S(=O)(=O)N2CC(C)CC(C)C2)c(=O)n(C)c(=O)n1C (stereo unspecified) | -1 | -12 | 5 | 26 | . | -3 | -1 | -3
COCc1cn(CC[C@@H]2CC[C@@H](NC(=O)c3ccncc3)[C@H](CO)O2)nn1 | 2 | 3 | 1 | 0 | -3 | -10 | 2 | -1
Cc1nnc(SCC(=O)NNC(=O)c2ccccc2)n1Cc1ccccc1 | 0 | -1 | . | . | -3 | -14 | -2 | -1
O=C(O)c1ccc2c3c(cccc13)C(=O)N(c1ccccc1)C2=O | -5 | 1 | . | -6 | 10 | 11 | 8 | 6
Cc1csc(C(=O)O)c1NC(=O)c1c(Cl)cccc1Cl | -1 | 5 | -14 | 18 | 14 | -2 | -3 | 1

Arranged by the number under LGR2 antag (descending): 3 of the compounds above.
Molecule | PglD DTNB | PGC1a acetyl inh | LGR2 antag | ERAP1 HTS inh | S100A4 MyoIIA
CC(=O)Oc1ccc(-c2ccc(C(=O)Nc3cccc(S(=O)(=O)N4CCOCC4)c3)cc2)cc1 | . | -32 | 44 | -2 | 7
OC1(c2cccs2)CN(c2ccc(Br)cc2)C2=[N+]1CCCS2 (stereo unspecified) | -4 | -3 | -6 | -1 | -1
Cc1nnc(SCC(=O)NNC(=O)c2ccccc2)n1Cc1ccccc1 | -1 | . | -14 | -2 | -1

(continued)
SMILES | FN deposition inh | PglD DTNB | PGC1a acetyl inh | PAX8 inh HTS | EWS-Fli inh | LGR2 antag | ERAP1 HTS inh | S100A4 MyoIIA
CC(C)c1nc(Cl)c(C#N)c2c1CCCC2 | 8 | . | . | -13 | -14 | -9 | -5 | -26
O=C(C[C@H]1CC[C@H](NC(=O)c2ccc3c(c2)OCO3)[C@H](CO)O1)NCc1ccc(Cl)cc1 | . | -2 | -3 | 7 | -10 | -8 | -2 | 13
Cc1cc(NC(=O)c2cc(C3CC3)on2)no1 | -7 | 0 | -7 | -133 | 0 | -12 | 6 | -1
COC(=O)C1=C(C(=O)OC)[C@@H]2N(C)c3ccccc3[C@@]23C[C@@H](C(=O)OC)N=C3N1 | 11 | 0 | 16 | -9 | -11 | -12 | 4 | 0
O=c1[nH]c(N2CCOCC2)cc2ccccc12 | 2 | -5 | 8 | -24 | 16 | 1 | -6 | 2
COc1ccc(NC(=O)Nc2ccc3c(c2)C(=O)N([C@H](C)CO)C[C@@H](C)[C@H](CN(C)S(=O)(=O)c2ccc(C)cc2)OCCCC[C@@H](C)O3)cc1 | . | 8 | -13 | -16 | 11 | 4 | -5 | 10
Cc1cc(NC(=O)Nc2ccc(Cl)cc2)n(-c2ccccc2)n1 | -4 | 1 | . | -8 | 8 | 0 | . | 22
O=C(C[C@@H]1C=C[C@@H](NS(=O)(=O)c2ccccc2)[C@H](CO)O1)NCc1ccc(Cl)c(Cl)c1 | . | 11 | -4 | 12 | -4 | 20 | 0 | 0
O=C1Nc2ccccc2O/C1=C\c1ccccc1Br | -1 | 4 | -15 | 2 | 10 | -24 | 2 | 1
C=CCC[C@H](Cc1ccc(F)cc1)C(=O)OC[C@@H](Cc1c[nH]c2ccccc12)NC(=O)[C@@H](CC=C)CC(=O)N[C@@H](CO)Cc1ccccc1 | 4 | 5 | -9 | 78* | -2 | . | 0 | 0
CO[C@H]1CN(C)C(=O)c2cc(NC(=O)c3ccc(F)cc3)ccc2OC[C@H](C)N(C(=O)CC2CC2)C[C@@H]1C | 13 | . | -5 | . | 9 | 7 | . | .
O=C(NCc1ccncc1)[C@@H]1CCCN1C(=O)[C@H]1CCCN1C(=O)c1cccc(Cl)c1 | -2 | . | . | 13 | -6 | -3 | . | -4
Cc1ccc2c(c1)COc1c3ccc(C(=O)N[C@@H](CO)C(C)C)cc3nn1-2 | 1 | -1 | -4 | -176 | -198 | -68 | 7 | 1
CCOc1ccc(-c2ccc(SC)nn2)cc1 | . | -1 | . | 75* | 79* | 99* | 1 | 0
CC(CNC(=O)COC(=O)c1ccco1)c1ccccc1 (stereo unspecified) | -2 | -2 | -8 | 5 | 0 | -16 | -2 | 0
